Growth percent in the NCI-60 one-dose screen (48 h, 10 µM unless noted): 100 = growth as untreated, 0 = no growth, -100 = all killed.
HS 578T: HS 578T breast cancer. hit rate 4.1% among 78,000
BT-549: BT-549 breast cancer; hit rate 4.4% among 78,000; AID 1794793
MDA-MB-231: MDA-MB-231 breast cancer | hit rate 5% among 81,000
LOX IMVI: LOX IMVI melanoma | hit rate 7.4% among 79,000
MDA-MB-468: MDA-MB-468 breast cancer; hit rate 8.5% among 78,000
MCF7: MCF7 breast cancer; hit rate 6.3% among 82,000
MALME-3M: MALME-3M melanoma. hit rate 5.8% among 78,000. AID 1794766
T-47D: T-47D breast cancer; hit rate 5% among 79,000; AID 1794792
* = called active by the depositor; & = joins results of further samples. The calls were made as follows: active = growth percent below 10; inactive = the rest.

`COc1ccc(C(CC(=O)c2ccc3c(c2)OCO3)C(=O)O)cc1OC` (stereo unspecified) gave HS 578T 121&95, BT-549 106&115, MDA-MB-231 113&128, LOX IMVI 98&96, MDA-MB-468 103&114, MCF7 97&100, MALME-3M 90&114 and T-47D 92&104.
For N#CC(c1ccccc1)N(CCCCCCN(C(=O)c1ccccc1)C(C#N)c1ccccc1)C(=O)c1ccccc1 (stereo unspecified) the results were HS 578T 82, BT-549 93, MDA-MB-231 86, LOX IMVI 95, MDA-MB-468 85, MCF7 90, MALME-3M 90 and T-47D 109.
CC(=O)O[C@H]1C(=O)[C@@]2(C)[C@H]([C@H](OC(=O)c3ccccc3)[C@]3(O)C[C@H](OC(=O)[C@H](OC(=O)CCC(=O)OC4CCC(S/N=C(N)/N=C(\N)N(C)C)CC4)[C@@H](NC(=O)c4ccccc4)c4ccccc4)C(C)=C1C3(C)C)[C@]1(OC(C)=O)CO[C@@H]1C[C@@H]2O (stereo partly specified) was read as HS 578T -9.3*, BT-549 36, MDA-MB-231 23, LOX IMVI 43, MDA-MB-468 -6.4*, MCF7 19, MALME-3M 67 and T-47D 47.
C(C#CCN1CCOCC1)#CCN1CCOCC1 was read as HS 578T 110, BT-549 119, MDA-MB-231 126, LOX IMVI 111, MCF7 108, MALME-3M 107 and T-47D 114.
Screening O=C(Cn1c(-c2cncs2)nc2ccccc21)Nc1ccc2c(c1)OCO2 returned HS 578T 84, BT-549 110, MDA-MB-231 108, LOX IMVI 95, MDA-MB-468 100, MCF7 103, MALME-3M 111 and T-47D 104.
CCS(=O)(=O)c1nc(NC)c2ccsc2n1 was read as HS 578T 100, BT-549 108, MDA-MB-231 107, LOX IMVI 99, MDA-MB-468 99, MCF7 94, MALME-3M 98 and T-47D 99.
`COc1ccc(CCNC(=O)C(=O)[C@H](Cc2ccccc2)NC(=O)c2oc3cc(OC)c(OC)cc3c(=O)c2C)cc1` gave HS 578T 111, BT-549 106, MDA-MB-231 100, LOX IMVI 96, MDA-MB-468 90, MCF7 89, MALME-3M 124 and T-47D 102.
For CCc1cccc(Cl)c1 the results were HS 578T 118, BT-549 92, MDA-MB-231 112, LOX IMVI 103, MDA-MB-468 113, MCF7 99, MALME-3M 120 and T-47D 107.
Screening C[C@H]1[C@H]2[C@H]3CC[C@@H]4[C@@]5(C)CC[C@H](O)C(C)(C)[C@@H]5CC[C@@]4(C)[C@]3(C)CC[C@]23CO[C@]1(C)[C@@H](C(=O)/C=C\c1ccco1)C3 returned HS 578T 96, BT-549 105, MDA-MB-231 83, LOX IMVI 89, MDA-MB-468 19, MCF7 101, MALME-3M -11* and T-47D 85.
`COc1ccc(/C=C2\C=C(c3ccc(F)cc3)N(Cc3ccccc3Cl)C2=O)cc1` gave HS 578T 80, BT-549 73, MDA-MB-231 76, LOX IMVI 70, MDA-MB-468 50, MCF7 57, MALME-3M 75 and T-47D 56.
For O=C1NC(=S)NC1Cn1cnc2ccccc21 (stereo unspecified) the results were HS 578T 98, BT-549 110, MDA-MB-231 102, LOX IMVI 97, MDA-MB-468 100, MCF7 97, MALME-3M 97 and T-47D 102.
`Oc1ccc(Br)cc1/C=N/NC(=S)NC12CC3CC(CC(C3)C1)C2` gave BT-549 64, MDA-MB-231 -4.6*, LOX IMVI -76*, MDA-MB-468 47, MCF7 -17*, MALME-3M 18 and T-47D -4.1*.
For CCc1ccc(Oc2cn[nH]c2-c2ccc(OCc3ccc(F)cc3)cc2O)cc1 the results were HS 578T 99, BT-549 117, MDA-MB-231 106, LOX IMVI 94, MDA-MB-468 112, MCF7 85, MALME-3M 103 and T-47D 59.
`Nc1c(I)cc(CC(=O)O)cc1I` gave HS 578T 92, BT-549 110, MDA-MB-231 120, LOX IMVI 106, MDA-MB-468 85, MCF7 101, MALME-3M 93 and T-47D 107.
`N#CC(C#N)=Cc1cc2ccccc2nc1Oc1ccc(Cl)cc1` gave HS 578T 94, BT-549 96, MDA-MB-231 86, LOX IMVI 83, MDA-MB-468 93, MCF7 69, MALME-3M 99 and T-47D 103.
For O=C(CCC(=O)Nc1ccc(S(=O)(=O)N2CCOCC2)cc1)NCc1ccccc1 the results were HS 578T 107, BT-549 128, MDA-MB-231 105, LOX IMVI 97, MCF7 115, MALME-3M 93 and T-47D 100.
CN(C)c1ccc(/C=C(\C#N)C(=O)O)cc1 was read as HS 578T 98, BT-549 103, MDA-MB-231 93, LOX IMVI 60, MDA-MB-468 98, MCF7 99, MALME-3M 99 and T-47D 97.
`CCS(=O)(=O)N1CCCC(C(=O)Nc2nc3ccc(NC(=O)c4ccc(F)c(OC)c4F)cc3s2)C1` (stereo unspecified) gave HS 578T 48, BT-549 13, MDA-MB-231 82, LOX IMVI 68, MDA-MB-468 7.1*, MCF7 30, MALME-3M 68 and T-47D 8.0*.
c1ccc(Cn2cc3c(c2)-c2ncncc2CC3)cc1 was read as HS 578T 111, MDA-MB-231 99, LOX IMVI 97, MDA-MB-468 129, MCF7 103, MALME-3M 197 and T-47D 99.
Screening Cc1ccc(S(=O)(=O)Nc2cc(C)cc(CCNC=O)c2C)cc1 returned HS 578T 114, BT-549 91, MDA-MB-231 118, LOX IMVI 89, MCF7 98, MALME-3M 73 and T-47D 83.
For Cn1ccnc1C(=O)/C=C/c1ccc(NC(=O)Nc2ccc(F)cc2)cc1 the results were HS 578T 18, BT-549 30, MDA-MB-231 29, MDA-MB-468 6.5*, MCF7 10, MALME-3M 69 and T-47D 43.
Screening Cc1ccsc1/C=N/NC(N)=S returned HS 578T 88, BT-549 108, MDA-MB-231 93, LOX IMVI 103, MDA-MB-468 96, MCF7 81, MALME-3M 79 and T-47D 117.
`C[C@]12CCC=CC1=C[C@@H]1[C@@H]2CC[C@]2(C)C(=O)CC[C@@H]12` gave BT-549 107, MDA-MB-231 106, LOX IMVI 101, MDA-MB-468 102, MCF7 108, MALME-3M 114 and T-47D 111.
C/C(=C(/C)C1CC1CCN(Cc1ccccn1)Cc1ccccn1)c1ccccc1 (stereo unspecified) was read as HS 578T 96, BT-549 88, MDA-MB-231 107, LOX IMVI 95, MDA-MB-468 89, MCF7 88, MALME-3M 105 and T-47D 99.
O=c1ccc2cnc3sc(-c4ccccc4)nc3c2[nH]1 was read as HS 578T 101, BT-549 98, MDA-MB-231 87, LOX IMVI 85, MDA-MB-468 81, MCF7 84, MALME-3M 99 and T-47D 103.
Screening CCCCn1c(-c2ccc(O)cc2)cn2c3c(=O)[nH]c(=O)n(C)c3nc12 returned HS 578T 83, BT-549 77, MDA-MB-231 67, MDA-MB-468 43, MCF7 42, MALME-3M 91 and T-47D 65.
CCN(CC)Cc1cc(Nc2c3ccccc3nc3cc(Cl)ccc23)ccc1O was read as HS 578T -31*, BT-549 -58*, MDA-MB-231 -65*, LOX IMVI -87*, MDA-MB-468 -72*, MCF7 -61*, MALME-3M -91* and T-47D -68*.
O=C(O)c1c(Cl)c(Cl)c(Cl)c(Cl)c1C(=O)OCC1CCCO1 (stereo unspecified) was read as HS 578T 119, BT-549 104, MDA-MB-231 107, LOX IMVI 98, MDA-MB-468 106, MCF7 95, MALME-3M 91 and T-47D 92.
Screening O=C(CCCl)c1ccc(F)cc1 returned HS 578T 99, BT-549 91, MDA-MB-231 106, LOX IMVI 98, MDA-MB-468 103, MCF7 99, MALME-3M 100 and T-47D 96.
For COc1cccc(NC2=CC(=O)C(C)=C(C)C2=O)c1 the results were HS 578T 112, BT-549 127, MDA-MB-231 41, MDA-MB-468 26, MCF7 64, MALME-3M 101 and T-47D 48.
`C=C(C)c1ccc(C(=C)C)cc1` gave HS 578T 103, MDA-MB-231 106, LOX IMVI 104, MDA-MB-468 112, MCF7 102, MALME-3M 107 and T-47D 104.
`COc1ccc(N2C(=O)c3ccc4c(ccn4S(=O)(=O)c4ccc(C)cc4)c3C2=O)cc1` gave HS 578T 85, BT-549 77, MDA-MB-231 91, LOX IMVI 94, MDA-MB-468 97, MCF7 98, MALME-3M 89 and T-47D 54.
OCC1(CO)COC(c2ccccc2)OC1 was read as HS 578T 95, MDA-MB-231 109, LOX IMVI 99, MDA-MB-468 100, MCF7 117, MALME-3M 116 and T-47D 113.
For Fc1ccccc1Cc1cn2cc(-c3ccc(Cl)cc3)nc2s1 the results were HS 578T 111, BT-549 110, MDA-MB-231 104, LOX IMVI 86, MDA-MB-468 90, MCF7 88, MALME-3M 101 and T-47D 89.
Screening CCCCCOC(=O)c1cccnc1 returned HS 578T 110, MDA-MB-231 106, LOX IMVI 95, MDA-MB-468 103, MCF7 95, MALME-3M 94 and T-47D 92.
For CC(=O)Nc1ccc(-c2cc3c(NCc4ccccc4)ncnc3s2)cc1 the results were HS 578T 92, BT-549 94, MDA-MB-231 81, LOX IMVI 89, MDA-MB-468 43, MCF7 78, MALME-3M 85 and T-47D 61.
CC1C(=O)C2=C(CCCC2)c2cn(Cc3ccccc3)c3cccc1c23 (stereo unspecified) was read as HS 578T 102, MDA-MB-231 86, LOX IMVI 82, MDA-MB-468 103, MCF7 98, MALME-3M 96 and T-47D 73.
`Cc1cc(-c2ccccc2)nc(=O)[nH]1` gave HS 578T 96, BT-549 105, MDA-MB-231 102, LOX IMVI 105, MDA-MB-468 100, MCF7 95, MALME-3M 106 and T-47D 101.
`CCN(CC)CCOc1ccc(/C(=C(/C)c2ccccc2)c2ccc(OC(C)=O)cc2)cc1` gave HS 578T 95, BT-549 69, MDA-MB-231 108, LOX IMVI 102, MDA-MB-468 88, MCF7 42, MALME-3M 99 and T-47D 60.
For CC(=O)Nc1ccc2c(c1)/C(=C\C=C/c1ccc([N+](C)(C)C)cc1)c1ccccc1-2 the results were HS 578T 25, BT-549 95, MDA-MB-231 64, LOX IMVI 80, MDA-MB-468 21, MCF7 60, MALME-3M 87 and T-47D 41.
Screening Fc1ccc(Nc2n[nH]c(Cc3ccccc3)n2)cc1 returned HS 578T 105, BT-549 96, MDA-MB-231 106, LOX IMVI 98, MDA-MB-468 110, MCF7 95, MALME-3M 93 and T-47D 86.
Screening Cc1ccc(NC(=O)OCCN(C)C)cc1Cl returned HS 578T 81, BT-549 87, MDA-MB-231 87, LOX IMVI 100, MDA-MB-468 76, MCF7 83, MALME-3M 87 and T-47D 80.
Screening COC(=O)[C@H](c1ccccc1Cl)N1CCc2sccc2C1 returned HS 578T 97&111, BT-549 104&92, MDA-MB-231 101&110, LOX IMVI 93&105, MDA-MB-468 113&98, MCF7 112, MALME-3M 91&99 and T-47D 98&94.
Screening O=C(NNS(=O)(=O)c1ccccc1)c1cc2c([nH]c3ccccc32)c(-c2cccc(O)c2)n1 returned HS 578T 76, BT-549 63, MDA-MB-231 28, LOX IMVI 66, MDA-MB-468 52, MCF7 54, MALME-3M 57 and T-47D 47.
`Oc1ccccc1C=Nc1ccccc1` gave HS 578T 101, BT-549 110, MDA-MB-231 104, LOX IMVI 98, MDA-MB-468 105, MCF7 99, MALME-3M 106 and T-47D 104.
COc1cc(CNC(=O)CCCC/C=C/C(C)C)ccc1OCc1cn(-c2ccc(C)c(C)c2)nn1 was read as HS 578T 92, BT-549 87, MDA-MB-231 84, LOX IMVI 87, MDA-MB-468 80, MCF7 87, MALME-3M 105 and T-47D 72.
`O=C1/C(=C/c2ccc(-c3ccc(Br)cc3)o2)SC(=S)N1CCCN1CCOCC1` gave HS 578T 103, BT-549 105, MDA-MB-231 98, LOX IMVI 96, MDA-MB-468 113, MCF7 99, MALME-3M 99 and T-47D 100.
`O=S(=O)(Oc1ccc(-c2cnc3ccccc3n2)cc1)c1ccc2ccccc2c1` gave HS 578T 105, BT-549 122, MDA-MB-231 103, LOX IMVI 115, MDA-MB-468 85, MCF7 103 and T-47D 91.
Screening C[C@]12C[C@H]1CC[C@]1(C)[C@@H]2CC[C@@]23C[C@H](CC[C@H]21)[C@@](O)(CO)C3 returned HS 578T 100, BT-549 77, MDA-MB-231 93, LOX IMVI 94, MDA-MB-468 82, MCF7 98, MALME-3M 99 and T-47D 91.
`O=C(OCc1ccc(Cl)cc1Cl)OCc1ccc(Cl)cc1Cl` gave HS 578T 110, BT-549 85, MDA-MB-231 94, LOX IMVI 97, MCF7 75, MALME-3M 88 and T-47D 66.
`O=C(O)/C=C(\CCC1CCCCC1)C(=O)O` gave HS 578T 104, BT-549 108, MDA-MB-231 111, LOX IMVI 94, MDA-MB-468 106, MCF7 100, MALME-3M 114 and T-47D 104.

In the list so far, these have an NH in an aromatic ring:
For CCc1ccc(Oc2cn[nH]c2-c2ccc(OCc3ccc(F)cc3)cc2O)cc1 the results were HS 578T 99, BT-549 117, MDA-MB-231 106, LOX IMVI 94, MDA-MB-468 112, MCF7 85, MALME-3M 103 and T-47D 59.
O=c1ccc2cnc3sc(-c4ccccc4)nc3c2[nH]1 was read as HS 578T 101, BT-549 98, MDA-MB-231 87, LOX IMVI 85, MDA-MB-468 81, MCF7 84, MALME-3M 99 and T-47D 103.
Screening CCCCn1c(-c2ccc(O)cc2)cn2c3c(=O)[nH]c(=O)n(C)c3nc12 returned HS 578T 83, BT-549 77, MDA-MB-231 67, MDA-MB-468 43, MCF7 42, MALME-3M 91 and T-47D 65.
`Cc1cc(-c2ccccc2)nc(=O)[nH]1` gave HS 578T 96, BT-549 105, MDA-MB-231 102, LOX IMVI 105, MDA-MB-468 100, MCF7 95, MALME-3M 106 and T-47D 101.
Screening Fc1ccc(Nc2n[nH]c(Cc3ccccc3)n2)cc1 returned HS 578T 105, BT-549 96, MDA-MB-231 106, LOX IMVI 98, MDA-MB-468 110, MCF7 95, MALME-3M 93 and T-47D 86.
Screening O=C(NNS(=O)(=O)c1ccccc1)c1cc2c([nH]c3ccccc32)c(-c2cccc(O)c2)n1 returned HS 578T 76, BT-549 63, MDA-MB-231 28, LOX IMVI 66, MDA-MB-468 52, MCF7 54, MALME-3M 57 and T-47D 47.

High-throughput results: PubChem BioAssay, NCI
